# Bioassay records: PubChem BioAssay, several laboratories
# VIM-2 inh = VIM-2 metallo-beta-lactamase inhibitors, primary screen, biochemical, epi-absorbance readout, Pseudomonas aeruginosa enzyme | purified VIM-2, nitrocefin hydrolysis, epi-absorbance fluorescence | inhibition, % at 5.6 µM | 290,000 compounds, 0.89% hits | AID 1527, 2009;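 active = inhibition above the mean of all tested compounds plus 3 SD, cutoff set per screening run, cut at about 7.5% in these data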;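 also: red hydrolysis product quenches plate fluorescence so inhibitors raise well fluorescence; 0% = enzyme with DMSO and 100% = DMSO without enzyme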
# MEKK2mut PB1 HTS = MEK5 binding signal on mutant MEKK2 PB1, primary screen, biochemical, multiplex bead flow cytometry, Alexa488-MEK5 | Alexa488-MEK5 binding to MEKK2 mutant | percent response, % at 10 µM | 290,000 compounds, 0.35% hits | AID 1530, 2009; in the data active = percent response above about 24%, passing the limit was not always enough; also: inactives centre near 1; some results filed as inactive read as strong as hits
# IMP-1 inh = IMP-1 metallo-beta-lactamase inhibitors, primary screen, biochemical, epi-absorbance readout, Pseudomonas aeruginosa enzyme. AID 1556, 2009. 290,000 compounds, 0.45% hits. metallo-beta-lactamase IMP-1 (Pseudomonas aeruginosa). inhibition, % at 5.6 µM. purified IMP-1, nitrocefin hydrolysis, epi-absorbance fluorescence;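 active = inhibition above the mean plus 3 SD of all compounds in the same screening run, cut at about 4.5% in these data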;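 also: 0% = IMP-1 with DMSO and 100% = DMSO wells lacking enzyme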
#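 System: Purified IMP-1 | Read-out basis: Percent enzyme inhibition | Controls: IMP-1 with DMSO as 0%, enzyme-free DMSO as 100% | Replicates: One well per compound | Doses: 5.6 µM nominal single concentration | Detection: Epi-absorbance fluorescence, 480 nm excitation, 530 nm emission | Incubation: 25 °C, 15 min preincubation, 25 min reaction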
# NALP1 inh = NALP1 inflammasome inhibitors in reconstituted yeast, colorimetric, S. cerevisiae, triplicate retest; S. cerevisiae NALP1/ASC/caspase-1 growth, X-gal OD620, 72 h; inhibition, % at 10 µM; 280,000 compounds, 0.61% hits; in the data active = inhibition mostly above about 24%, no sharp cut-off; inactive = mostly below about 32%; also: some compounds called inactive have numbers as strong as hits
# M18AAP inhibitor = PfM18AAP inhibitors, malaria aminopeptidase, primary screen, biochemical, QFRET, recombinant enzyme. M18 aspartyl aminopeptidase (Plasmodium falciparum 3D7). H-Glu-NHMec fluorogenic cleavage. inhibition, % at 7.35 µM. 290,000 compounds, 1.2% hits;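 active = inhibition above the campaign mean inhibition over all tested compounds plus 3 SD, cut at about 28% in these data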;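 also: 0% = plate median of test compound wells and 100% = 2 mM ZnCl2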
# HCV NS3 hel inh = inhibitors of HCV NS3 helicase, primary screen, biochemical, Cy5 molecular beacon fluorescence; NS3 helicase DNA unwinding; inhibition, % at 10.9 µM; 290,000 compounds, 0.56% hits; Hepatitis C virus NS3 helicase;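 active = inhibition above the mean of all tested compounds plus 3 SD, set per campaign, cut at about 35% in these data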;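 also: 0% = DMSO wells and 100% = thioflavine S control wells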
#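 Compound dosing – single dose, 10.9 µM nominal final, DMSO 0.8% final · System – NS3 helicase fragment of HCV · Buffer or medium – MOPS pH 6.5, MgCl2, DTT, Tween20, BSA · Signal – Cy5 beacon fluorescence read at start and 1 h · Also added – annealed dual-labelled DNA beacon duplex, ATP-started · Schedule – 1 h at 25 °C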
# SUMO HTRF inh = inhibitors of in vitro SUMOylation cascade, primary screen, biochemical, HTRF, uHTS. SUMO-conjugating enzyme UBC9 (Homo sapiens), P63279. HTRF SUMOylation assay, SAE1/SAE2 + UBC9. inhibition, % at 35 µM. 290,000 compounds, 0.36% hits. AID 2006, 2009; in the data active = inhibition above about 50%, passing the limit was not always enough; also: strong numbers were not always called active
# Target sequence (P63279 whole entry, looked up): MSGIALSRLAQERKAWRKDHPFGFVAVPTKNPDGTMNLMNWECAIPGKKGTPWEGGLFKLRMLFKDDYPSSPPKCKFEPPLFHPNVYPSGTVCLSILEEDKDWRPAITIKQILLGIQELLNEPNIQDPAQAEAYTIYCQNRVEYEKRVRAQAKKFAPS
# DNA FID counter = compounds displacing fluorescent DNA intercalator, primary screen, artefact control for HCV NS3 helicase inhibitor project, biochemical, FID fluorescence; inhibition, % at 7.9 µM; DNA fluorescent intercalator displacement; 290,000 compounds, 0.17% hits; AID 1845, 2009; in the data active = inhibition above about 37%;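 also: 0% = vehicle and 100% = reference compound; higher means more ethidium bromide displaced from hairpin DNA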
# MEKK2wt PB1 HTS = modulators of MEK5 binding to wildtype MEKK2, primary screen, biochemical, multiplex bead flow cytometry, Alexa488-MEK5. 290,000 compounds, 1.1% hits. AID 1531, 2009. Mitogen-activated protein kinase kinase kinase 2 (Homo sapiens), Q9Y2U5. binding response (% of control), % at 10 µM. Alexa488-MEK5 binding to MEKK2 WT; actives lie on both sides; in the data active = binding response below about 67% or above about 130%
# Starred values were filed as active, the others as inactive; . = no result given.
SMILES,VIM-2 inh,MEKK2mut PB1 HTS,IMP-1 inh,NALP1 inh,M18AAP inhibitor,HCV NS3 hel inh,SUMO HTRF inh,DNA FID counter,MEKK2wt PB1 HTS
O=C(NC1CCN(C(=S)NCc2ccco2)CC1)c1ccc(F)cc1,-2.3,1,-0.4,-3,-2,-4,-22,-3,104
CN(C)c1ccc(C2NC(=O)c3ccccc3N2)cc1 (stereo not drawn),2.2,-1,-0.1,18,15,9,-9,-2,93
CCOC(=O)C1CCCN(C(=O)COc2ccc(N(C)S(=O)(=O)c3ccc(C)cc3)cc2)C1 (stereo not drawn),0.4,-4,-0.4,13,-7,-20,-11,-54,100
O=C(NC1CCCC1)C(c1ccccc1)N(C(=O)c1ccco1)C1CCCC1 (stereo not drawn),0.5,-3,-1.6,-58,4,-1,-1,-27,99
c1ccc(N2CCN(Cc3cn4cccnc4n3)CC2)cc1,-2.6,4,-4.7,-1,-11,7,8,-3,101
Cc1ccc(C(=O)NNC2=NC(C)(C)Cc3ccccc32)cc1,-3.3,-11,-4.0,-6,2,0,8,-15,96
O=C(NCc1ccc2c(c1)OCO2)C1CCC(CNS(=O)(=O)c2ccc(Cl)cc2)CC1 (stereo not drawn),-2.8,3,-2.5,5,-4,-6,19,-5,94
CCOC(=O)c1ccc(NC(=O)COC(=O)c2cccc(Oc3ccccc3)c2)cc1,-0.7,5,-1.3,34,-6,12,-18,-1,105
O=S(=O)(NC1CCCCCCC1)c1ccccc1,-2.2,9,-3.5,12,4,5,-8,-12,109
CC(=O)c1ccc(NC(=S)N2CCN(c3cccc(Cl)c3)CC2)cc1,2.8,-6,0.7,-5,9,8,20,0,92
CCOC(=O)/C(C#N)=C/c1c(N2CCN(c3ccc(OC)cc3)CC2)nc2c(C)cccn2c1=O,-2.0,-6,-2.1,1,5,-8,-4,-22,96
O=C(CCn1c(=O)c2cccn2c2cccnc21)NCc1cccc(Cl)c1,-6.3,-3,22*,16,-5,0,24,-10,92
CCOc1ccc(NS(=O)(=O)c2ccc3c(c2)CCN3C(=O)C2CCC2)cc1,-4.3,0,-2.5,-8,-1,3,2,-3,91
COc1ccccc1NC(=O)CSc1nncn1N,-2.1,7,-4.5,-6,1,5,10,-4,109
O=C(O)Cn1c(SCCOc2ccccc2F)nc2ccccc21,-1.9,-4,-2.9,8,-1,-4,15,-20,101
COc1ccccc1Nc1nc2ccc(C)cc2n2cnnc12,-5.3,1,-2.9,0,7,12,23,-21,94
CCOC(=O)c1ccc(NC(=O)CSC(=S)N2CCOCC2)cc1,-2.4,-1,-3.3,21,2,2,8,-23,101
Cc1cc(C(=O)NC2CCCc3c2cnn3-c2ccccc2F)nc(C)n1 (stereo not drawn),0.3,1,0.6,0,-2,4,-20,-37,97
COC(=O)CCC(=O)N1CCc2cc(S(=O)(=O)N3CCN(c4ccccc4Cl)CC3)ccc21,1.9,0,1.8,-1,-1,-4,4,-2,102
O=C(OCC(=O)N1CCCC1)c1cc([N+](=O)[O-])ccc1Cl,-1.7,7,-0.1,4,-1,4,13,-7,104
Cc1cc(C(=O)N/N=C/C(Cl)=C/c2ccccc2)c(C)o1,-3.5,4,-1.9,-5,6,1,6,-16,101
CC(C)CN1CCC(=O)N(CCC#N)CC1,-1.3,-2,-1.4,4,-1,19,5,-4,101
N#Cc1ccc(-c2nc3ccc(Br)cc3c(=O)n2O)cc1,0.1,0,0.8,6,-9,4,17,-4,101
CC(=O)c1ccc(NC(=S)NC(=O)/C=C/c2ccc(F)cc2)cc1,-0.3,-1,1.2,20,1,10,15,-10,102
N#Cc1sc2nc(-c3cccs3)cc(-c3ccc(F)cc3)c2c1N,-3.4,-1,-4.8,27,6,2,16,-7,88

# Single values from the results shown:
# Under M18AAP inhibitor, COc1ccccc1NC(=O)CSc1nncn1N is listed with 1
# Under IMP-1 inh, O=C(O)Cn1c(SCCOc2ccccc2F)nc2ccccc21 is listed with -2.9

# Carrying on.
SMILES,VIM-2 inh,MEKK2mut PB1 HTS,IMP-1 inh,NALP1 inh,M18AAP inhibitor,HCV NS3 hel inh,SUMO HTRF inh,DNA FID counter,MEKK2wt PB1 HTS
CCOC(=O)COc1ccc2c(c1)c(C(C)=O)c(C)n2-c1ccc(OC)cc1,-3.2,4,-2.4,8,3,-5,15,-32,105
O=C(c1cccc(F)c1)N1CCN(C(=O)c2cc3nc(-c4ccco4)cc(C(F)(F)F)n3n2)CC1,3.7,0,-2.9,4,5,0,28,-51,99
COC(=O)c1ccccc1C(=O)N(Cc1cccnc1)CC1CCCN(C2CCCCC2)C1 (stereo not drawn),-1.1,4,-3.3,15,4,-2,-8,7,104
O=C(NCc1ccccc1Cl)C1CCCN1S(=O)(=O)c1ccccc1F (stereo not drawn),-3.7,3,-3.9,3,-3,-1,7,-18,95
COc1cnc(-c2ccccn2)nc1Sc1ccc(C)cc1,4.2,-26,-4.8,-5,-8,5,17,-29,82
CCn1c(SCC(=O)c2ccc(Br)cc2)nnc1C(C)NC(=O)Cc1ccc(OC)cc1 (stereo not drawn),-4.1,4,0.2,11,2,-1,28,-4,100
O=C1C(Cl)=C(N2CCOCC2)C(=O)N1c1ccccc1F,-2.9,2,-5.5,2,28,14,-2,-6,100
Cc1ccc(C2=NS(=O)(=O)N(C)C(C(=O)N3CCOCC3)=C2)cc1,-2.5,0,-4.4,4,3,-7,15,-10,99
O=C(N/C(=C/c1cccnc1)C(=O)N1CCOCC1)c1ccccc1Cl,-4.0,3,-3.4,12,-1,10,-4,-2,104
CCN(CC)Cc1c(C(=O)N/N=C/c2cccs2)nnn1-c1nonc1N,1.0,-3,-0.3,-11,1,3,2,-9,98
Cc1ccc(-c2nc(CS(=O)(=O)CC(=O)N3CCc4ccccc4C3)c(C)o2)cc1,-4.4,2,-2.2,41,5,-10,8,-31,97
COc1ccc(OC)c(NS(=O)(=O)c2ccc3c(c2)C(C)(C)C(=O)N3C)c1,0.3,0,-0.9,6,10,1,-2,-22,104
COc1ccc(OC)c(C2c3c(oc4ccccc4c3=O)C(=O)N2CCCN(C)C)c1 (stereo not drawn),-2.5,5,-2.3,9,2,2,16,2,107
CSCCC(NS(=O)(=O)c1ccc(Cl)cc1)C(=O)OCC(=O)c1ccc(F)cc1 (stereo not drawn),1.6,-2,-1.8,19,0,-20,-12,-17,108
CCOC(=O)c1cnc2ccccc2c1NCCO,-1.3,-3,-2.0,-25,2,-4,6,1,99
CCOC(=O)COc1ccccc1/C=C1/NC(=O)NC1=O,-0.3,3,-1.9,10,-1,1,13,-1,98
CCOc1ccccc1N(CC(=O)NC1CCCCC1)S(=O)(=O)c1ccccc1,-4.6,-1,-3.3,4,3,-5,5,-45,98
COc1cc(NC(=O)c2n[nH]c(=O)c3ccccc23)cc(OC)c1,-2.4,-11,-2.1,.,4,-2,9,-1,95
C/C(=N\NC(=O)c1ccccc1)c1ccc(N2CCCCC2)cc1,-2.8,-2,-3.2,15,1,-7,22,-4,97
O=C(c1ccccc1)N1CCN(S(=O)(=O)N2CCOCC2)CC1,-2.4,-1,-3.7,4,3,10,8,-5,100
Cc1ccc(/C(=N/Nc2ncnc3ccccc23)C(=O)O)cc1,-1.3,2,-2.6,36,14,-28,17,-8,100
COC(=O)C1=C(C)Nc2nnnn2C1c1cc(OC)ccc1OC (stereo not drawn),0.3,-1,0.0,20,1,3,11,-2,98
CC1CN(c2nc3c(c(=O)n(Cc4ccc(Cl)cc4)c(=O)n3C)n2C)CC(C)O1 (stereo not drawn),0.1,-6,1.1,16,1,-8,16,-20,85
O=C(Nc1ccc(N2CCOCC2)cc1)c1cnccn1,-1.5,-6,-0.6,31,-6,-6,2,-4,94
O=C(NC(=S)NCc1ccco1)c1ccccc1,-4.2,2,-2.1,-12,6,10,3,-4,105
CC(=O)N(C(C)=O)C1=C(C#N)C2(CCCCC2)Cc2ccccc21,-3.6,3,-2.0,15,-5,9,-13,-17,103
O=C(Nc1cccc(C(F)(F)F)c1)c1cc(S(=O)(=O)N2CCCCC2)ccc1N1CCOCC1,-3.2,-1,-1.4,6,3,-5,-59,-16,97
CC(C)OP(=O)(OC(C)C)C(Nc1cccc(C(=O)O)c1)c1ccccc1 (stereo not drawn),-1.3,-10,-1.2,35,-12,-4,18,-30,94

# By substructure, the compounds so far with fluorine (ten)
SMILES,VIM-2 inh,MEKK2mut PB1 HTS,IMP-1 inh,NALP1 inh,M18AAP inhibitor,HCV NS3 hel inh,SUMO HTRF inh,DNA FID counter,MEKK2wt PB1 HTS
O=C(NC1CCN(C(=S)NCc2ccco2)CC1)c1ccc(F)cc1,-2.3,1,-0.4,-3,-2,-4,-22,-3,104
O=C(O)Cn1c(SCCOc2ccccc2F)nc2ccccc21,-1.9,-4,-2.9,8,-1,-4,15,-20,101
Cc1cc(C(=O)NC2CCCc3c2cnn3-c2ccccc2F)nc(C)n1 (stereo not drawn),0.3,1,0.6,0,-2,4,-20,-37,97
CC(=O)c1ccc(NC(=S)NC(=O)/C=C/c2ccc(F)cc2)cc1,-0.3,-1,1.2,20,1,10,15,-10,102
N#Cc1sc2nc(-c3cccs3)cc(-c3ccc(F)cc3)c2c1N,-3.4,-1,-4.8,27,6,2,16,-7,88
O=C(c1cccc(F)c1)N1CCN(C(=O)c2cc3nc(-c4ccco4)cc(C(F)(F)F)n3n2)CC1,3.7,0,-2.9,4,5,0,28,-51,99
O=C(NCc1ccccc1Cl)C1CCCN1S(=O)(=O)c1ccccc1F (stereo not drawn),-3.7,3,-3.9,3,-3,-1,7,-18,95
O=C1C(Cl)=C(N2CCOCC2)C(=O)N1c1ccccc1F,-2.9,2,-5.5,2,28,14,-2,-6,100
CSCCC(NS(=O)(=O)c1ccc(Cl)cc1)C(=O)OCC(=O)c1ccc(F)cc1 (stereo not drawn),1.6,-2,-1.8,19,0,-20,-12,-17,108
O=C(Nc1cccc(C(F)(F)F)c1)c1cc(S(=O)(=O)N2CCCCC2)ccc1N1CCOCC1,-3.2,-1,-1.4,6,3,-5,-59,-16,97
